MBD2 DNA inh: inhibitors of human MBD2 binding to methylated oligonucleotide; inhibition, % at 4.4 µM; TR-FRET; 0.31% of 370,000 active; AID 686964; Q9UBB5; in the data active = inhibition above about 13%
PLC-gamma1 inh: PLC-gamma1 (human) inhibition, primary screen; 0.84% of 370,000 active; AID 720700; inhibition, % at 12.2 µM; P19174; purified PLC-gamma1, fluorogenic substrate, fluorescence; in the data active = inhibition above about 9.5%
KLK7 zymogen act: activators of human kallikrein-7 zymogen; P49862; purified proKLK7, EDANS-DABCYL substrate fluorescence; 100% is mature enzyme control, 0% vehicle; activation, % at 7 µM; 0.9% of 370,000 active; AID 652039;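 active = activation above the mean of all tested compounds plus 3 SD, computed per campaign excluding outliers beyond control limits, cut at about 13% in these data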
Target sequence (P49862 whole entry, looked up): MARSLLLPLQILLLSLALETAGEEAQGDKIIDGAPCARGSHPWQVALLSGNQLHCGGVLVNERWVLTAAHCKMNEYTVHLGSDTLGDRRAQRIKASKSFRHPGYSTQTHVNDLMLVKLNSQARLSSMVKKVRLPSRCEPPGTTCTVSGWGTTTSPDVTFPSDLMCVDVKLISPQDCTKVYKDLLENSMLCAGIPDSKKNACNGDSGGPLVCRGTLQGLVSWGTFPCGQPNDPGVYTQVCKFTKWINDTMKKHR
ARFGAP1 inhibitor: inhibits rat ARF GTPase activating protein 1; AID 651572; inhibition, % at 16.5 µM; Arfgap1-stimulated ARF1 GTP hydrolysis, GDP FP detection; 0.26% of 360,000 active; Q62848;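 active = inhibition above a per-plate limit, mean inhibition of low control wells plus 3 SD, cut at about 25% in these data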;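 note: 0% = DMSO wells with enzyme and 100% = wells lacking Arfgap1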
Target sequence (Q62848 1-136 limits assumed): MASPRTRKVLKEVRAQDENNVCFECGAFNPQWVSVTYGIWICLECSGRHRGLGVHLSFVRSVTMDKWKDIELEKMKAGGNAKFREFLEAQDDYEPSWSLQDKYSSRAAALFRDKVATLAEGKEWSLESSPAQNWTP
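Assay system: Rat Arfgap1 GAP domain (His6, aa 1-136), purified enzyme | Buffer or medium: HEPES 25 mM pH 7.5, NaCl 150 mM, MgCl2, DTT | Schedule: GTP hydrolysis reaction 2 h at 25 °C | Signal: FP of antibody-bound GDP Alexa 633 tracer, ex 620/em 688 nm | Measure: Percent inhibition of Arfgap1-stimulated GTP hydrolysis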
ASAP1 inh: inhibitors of human ASAP1 ArfGAP activity; 0.19% of 360,000 active; inhibition, % at 16.5 µM; ASAP1-stimulated ARF1 GTP hydrolysis, GDP FP detection; Q9ULH1; in the data active = inhibition above about 25%;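 note: 0% = vehicle with enzyme and substrate and 100% = no enzyme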
Target sequence (Q9ULH1 325-724 limits assumed): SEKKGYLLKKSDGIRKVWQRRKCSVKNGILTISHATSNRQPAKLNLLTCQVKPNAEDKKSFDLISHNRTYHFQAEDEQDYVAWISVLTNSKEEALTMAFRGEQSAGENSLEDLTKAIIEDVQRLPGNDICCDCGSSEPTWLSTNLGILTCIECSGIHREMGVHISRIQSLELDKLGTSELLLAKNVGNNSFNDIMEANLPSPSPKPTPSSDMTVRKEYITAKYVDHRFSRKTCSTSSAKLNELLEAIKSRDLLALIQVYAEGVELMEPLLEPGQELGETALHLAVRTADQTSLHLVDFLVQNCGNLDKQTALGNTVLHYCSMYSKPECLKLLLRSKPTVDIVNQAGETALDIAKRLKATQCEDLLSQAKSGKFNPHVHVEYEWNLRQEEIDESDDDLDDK
PLCb3 inh: inhibitors of human phospholipase C beta3; Q01970; Purified PLC-beta3, fluorogenic substrate, fluorescence; inhibition, % at 12.2 µM; 0.18% of 370,000 active; AID 720704; in the data active = inhibition above about 11%;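 note: 0% = median of compound wells on plate and 100% = full blocker control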
UHRF1 MBD2 ctr: UHRF1 methyl-DNA binding inhibition; Q96T88; UHRF1 binding to methylated oligo, TR-FRET; inhibition, % at 4.4 µM; 0.75% of 370,000 active; AID 687016; in the data active = inhibition above about 21%;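 note: UHRF1 SRA domain binding a hemimethylated CpG hairpin DNA probe; 0% = median of test compound wells and 100% = reference inhibitor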
ADAM17 inh: ADAM17 inhibition, QFRET primary screen. P78536. recombinant ADAM17, EDANS/DABCYL FRET peptide cleavage. inhibition, % at 6.95 µM. 0.83% of 370,000 active. AID 720648;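 active = inhibition above the mean of compounds lying between control limits plus 3 SD, set per campaign, cut at about 8.5% in these data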;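 note: 0% = DMSO-only wells as the low control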
DDE Tn7 FP inh: inhibitors of Tn7 peptide binding to human fibrin DD(E) | P02675 | FP displacement of FITC-Tn7 peptide from fibrin DD(E); 0% = median of compound wells per plate | inhibition, % at 8.3 µM | 0.13% of 370,000 active | AID 720508;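 active = inhibition above the mean of compounds falling within the control limits plus 3 SD of them, cut at about 14% in these data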;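 note: 0% = plate median of compound wells and 100% = 10 µM Aha-Tn7 peptide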
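assay system = human clot-derived fibrin DD(E) complex | quantity = Fibrin-DD(E) at 2 µM final | timing = 10 min preincubation, 3 h with tracer, room temperature | signal = fluorescence polarization | measure = percent inhibition | benchmarks = high control wells with 10 µM unlabelled Aha-Tn7 peptide (full inhibition) | replicates = singlicate testing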
Tn6 DDE FP: DD(E)-Tn6 binding inhibition, primary FP screen. P02675. Fibrin DD(E) TRITC-Tn6 fluorescence polarization displacement. 0.21% of 370,000 active. inhibition, % at 8.3 µM;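 active = inhibition above a per-campaign cutoff: mean of compounds within control limits plus 3 SD, cut at about 15% in these data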;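 note: 0% = median of all compound wells on the plate and 100% = blocking peptide control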
An asterisk follows results filed as active; i = inactive; / = no result given.

The line under a structure holds: MBD2 DNA inh, PLC-gamma1 inh, KLK7 zymogen act, ARFGAP1 inhibitor, ASAP1 inh, PLCb3 inh, UHRF1 MBD2 ctr, ADAM17 inh, DDE Tn7 FP inh, Tn6 DDE FP
Cc1c(Br)c(-c2n[nH]c(=S)n2Cc2ccco2)nn1C
→ -3, 2, -0.4, 4, -3, 2, 1, 2, 7, 3
Cc1ccc(NC2CCCN(C(=O)C3CCCC3)C2)cc1C (stereo unspecified)
→ 5, -2, 0.0, -9, -12, -10, 0, -3, 7, 4
Cc1c(Cl)cccc1NC(=O)CCC(=O)N/N=C/c1ccco1
→ 2, -14, 0.0, 10, -5, -11, -2, -9, 5, 0
COc1cc(CNC[C@H]2O[C@@H](n3cc(C)c(=O)[nH]c3=O)C[C@@H]2O)ccc1OCc1cccc(Cl)c1
→ -3, 4, 0.4, 3, -5, 3, -3, -2, -2, -1
Cc1ccc(-n2c(C)cc(C(=O)CSc3nncs3)c2C)cc1
→ -3, -2, -0.1, 3, 5, -2, -4, 1, 0, -1
CCOCCOC(=O)COc1ccc2c(-c3ccccc3)cc(=O)oc2c1
→ 2, -5, 0.9, -6, -8, -6, -2, -1, -7, 0
Cc1cccc(N2CCN(C(c3ccc(N(C)C)cc3)c3nnnn3C(C)(C)C)CC2)c1C (stereo unspecified)
→ 1, -1, 1.6, 5, -3, -1, 2, -2, -1, -5
O=C(OCCOc1ccc(Br)cc1)c1cnccn1
→ -1, -1, -0.6, 3, -5, -2, 2, -4, 7, 1
NC(=O)c1sc2nc3c(c(-c4ccccc4)c2c1N)CCC3
→ 4, -443, 0.1, 13, 6, i, 5, -8, -2, -14
O=C(Nc1ccc(-c2ccccc2)cc1)c1ccccc1
→ -2, -1, -0.5, -10, 4, -5, -1, 1, -7, 0
COc1cc(C(=O)NCc2nnc(SCC(=O)Nc3cccc(C)c3)o2)cc(OC)c1OC
→ -1, 1, -0.1, -1, 1, 5, 3, 3, -2, -4
Cc1cc(N2CCN(C(=O)OC(C)(C)C)C[C@@H]2C)ccc1N1CCS(=O)(=O)CC1
→ 1, -3, 0.2, 7, -9, 1, -2, -2, 9, -4
COC(=O)CSc1nnc(-c2ccc(OC)c(OC)c2)o1
→ -9, -1, -0.4, -4, 7, 2, -2, 0, 9, 8
CCN(C(=O)CSc1nnc(COc2ccccc2F)n1N)c1c(N)n(Cc2ccccc2)c(=O)[nH]c1=O
→ -4, 3, -0.3, 14, -5, 1, -1, 4, -6, 5
Cc1ccccc1C(=O)N[C@H](C(=O)OCC(=O)c1ccc[nH]1)C(C)C
→ 0, -1, -0.5, -9, -1, -2, 1, -1, 3, -2
CC(Sc1ncn[nH]1)C(=O)Nc1cc(C(F)(F)F)ccc1Cl (stereo unspecified)
→ -3, 0, 0.2, 10, 11, -4, 0, -1, -12, 3
COc1ccc(N(C(=O)c2cccnc2)S(=O)(=O)c2ccc(Cl)cc2)cc1
→ -3, 1, 0.0, 2, 6, 2, 1, 1, 1, -2
CC(Sc1ccc(Cl)cc1)C(=O)Nc1ccccc1C(=O)N1CCOCC1 (stereo unspecified)
→ 2, -1, 1.1, -6, -2, 2, 6, -1, 0, -15
CCN(CC)S(=O)(=O)c1ccc(OCC(=O)NC2CCS(=O)(=O)C2)c([N+](=O)[O-])c1 (stereo unspecified)
→ 1, -1, 0.5, -1, 9, -1, 1, -3, 0, 3
CCN1C(=O)C(=O)N(CC(=O)Nc2cc(C)ccc2C)C1=O
→ -5, 1, -0.1, -6, 3, -5, 1, 0, -6, -4

An excerpt from above in order of their number in UHRF1 MBD2 ctr, highest first.
SMILES	UHRF1 MBD2 ctr
COc1cc(C(=O)NCc2nnc(SCC(=O)Nc3cccc(C)c3)o2)cc(OC)c1OC	3
CC(Sc1ncn[nH]1)C(=O)Nc1cc(C(F)(F)F)ccc1Cl (stereo unspecified)	0
Cc1cc(N2CCN(C(=O)OC(C)(C)C)C[C@@H]2C)ccc1N1CCS(=O)(=O)CC1	-2

Next structures.
The line under a structure holds: MBD2 DNA inh, PLC-gamma1 inh, KLK7 zymogen act, ARFGAP1 inhibitor, ASAP1 inh, PLCb3 inh, UHRF1 MBD2 ctr, ADAM17 inh, DDE Tn7 FP inh, Tn6 DDE FP
COc1ccc(-c2cc(C(=O)NN)[nH]n2)cc1
→ -4, 2, 0.3, -2, -1, 4, -4, -4, -2, 3
COc1ccc(CCNC(=O)CSc2n[nH]c(N)n2)cc1
→ -3, 0, 0.1, -7, -3, -2, -1, 2, -8, 3
CCN(c1ccccc1)S(=O)(=O)c1cc2c(cc1C)n(C)c(=O)c(=O)n2C
→ -2, 1, 0.0, -1, 8, 0, -2, 1, -5, 1
O=C(CCCC(=O)OCC(=O)c1ccc(Cl)cc1)NC1CCCCC1
→ -3, -3, 0.0, -2, -1, -3, -2, -9, -9, -1
Cc1cc(Br)cn2c(Cc3cccc(Cl)c3)c(-c3cccc(Cl)c3)nc12
→ 9, -5, 0.2, -14, -3, -7, 16, -12, 3, 0
COc1cc(C(=O)OCn2nnc3ccccc3c2=O)cc(OC)c1OC
→ -6, 1, -0.2, -7, -2, 3, 1, -1, 0, 10
COc1ccc(S(=O)(=O)N2CCCC2C(=O)Nc2nc3c(s2)CCCC3)cc1 (stereo unspecified)
→ 4, -7, 2.7, 11, 0, -10, 9, -16, -5, -4
Cn1nc(-c2ccc(NCCO)c([N+](=O)[O-])c2)c2ccccc2c1=O
→ -2, 3, 0.0, -4, -7, -5, -6, -1, 2, -2
COc1ccc(-c2nc(=S)[nH][nH]2)cc1
→ -1, 0, 0.0, 6, 1, 0, -1, -4, -4, 1
O=C1c2ccccc2C(=O)N1CC(O)COc1cccc2ccccc12 (stereo unspecified)
→ 0, 1, 0.2, 0, 7, 1, 0, 1, -1, -2
Cc1ccc2nc3c(cc2c1)c(NC(=O)C1CCCO1)nn3CC(C)C (stereo unspecified)
→ -3, -134, -0.4, -1, -4, -169, -2, -21, 6, -1
CS(=O)(=O)NCCNc1ncc(C(F)(F)F)cc1Cl
→ -4, 0, 0.2, -6, -11, 3, -1, 1, 1, 1
COc1ccc(OC)c(S(=O)(=O)N2CCCC(C(=O)NCc3ccncc3)C2)c1 (stereo unspecified)
→ 2, 0, 0.1, -3, 0, -4, -1, 0, 3, 5
CCn1nc(C)c(CNC(=O)CC2C(=O)NCCN2CC(C)C)c1C (stereo unspecified)
→ 1, -11, 0.1, -5, -6, -15, -1, -9, -1, 5
C=CCn1c(SCC(=O)NC(=O)Cc2ccccc2)nc2ccccc2c1=O
→ 5, 2, -0.3, 4, -19, -5, 2, -5, -4, 6
CC(C)Oc1ccc(C(=O)Nc2ncn[nH]2)cc1
→ 6, 3, 0.1, -2, 8, -5, 2, 0, -3, 6
CC(=O)Nc1ccc(NC(=O)C(C)OC(=O)CCC2CCCC2)cc1 (stereo unspecified)
→ 1, 0, -0.3, 0, 0, -3, 0, -1, 1, -5
O=C(c1cccs1)N1CCCC1
→ 4, 0, -0.2, 8, 3, 2, 1, -6, -5, -7
CC[C@@H](CCC(=O)N(c1ccccc1)c1ccccc1)C1CC1
→ -3, -1, 0.2, /, /, -3, 1, -4, 2, -1
CN(/N=C/c1cc(Br)cc(Br)c1O)c1ccccc1
→ 2, -1, 0.2, -2, -6, -5, 3, -4, -4, 1

2 records picked at random from those above, as already listed:
The line under a structure holds: MBD2 DNA inh, PLC-gamma1 inh, KLK7 zymogen act, ARFGAP1 inhibitor, ASAP1 inh, PLCb3 inh, UHRF1 MBD2 ctr, ADAM17 inh, DDE Tn7 FP inh, Tn6 DDE FP
CN(/N=C/c1cc(Br)cc(Br)c1O)c1ccccc1
→ 2, -1, 0.2, -2, -6, -5, 3, -4, -4, 1
CC[C@@H](CCC(=O)N(c1ccccc1)c1ccccc1)C1CC1
→ -3, -1, 0.2, /, /, -3, 1, -4, 2, -1

Other results:
The line under a structure holds: MBD2 DNA inh, PLC-gamma1 inh, KLK7 zymogen act, ARFGAP1 inhibitor, ASAP1 inh, PLCb3 inh, UHRF1 MBD2 ctr, ADAM17 inh, DDE Tn7 FP inh, Tn6 DDE FP
CCN(C(=O)COC(=O)c1ccccc1O)c1cccc2ccccc12
→ 2, -3, 0.1, -5, 3, -8, 0, -2, 2, -3
O=C(NCCc1ccccc1)c1ccccc1C(F)(F)F
→ 4, 1, 0.1, 6, 4, 1, 1, -3, -8, 1
Cc1cc(C(=O)COC(=O)C2CCN(C(=O)c3ccc(Cl)cc3)CC2)c(C)n1CC1CCCO1 (stereo unspecified)
→ -2, -2, 0.8, -7, -2, -8, -2, -1, 2, 9
COc1ccccc1C/C(N)=N/OC(=O)COc1ccccc1C
→ 8, 2, -0.2, 7, 0, 3, -2, -2, 2, -1
CN(CC(=O)Nc1ccc(S(=O)(=O)N2CCCC2)cc1)Cc1ccc(Cl)c(Cl)c1
→ 4, 3, 0.6, 14, 4, -8, 0, 4, 2, 0
Cc1ccc(NC(=S)N2CCCC(O)C2)cc1 (stereo unspecified)
→ 2, -2, 0.3, 20, -3, 4, -3, 1, -2, 3
CCOc1ccccc1NC(=S)N1CCCc2ccccc21
→ 1, 4, 0.2, 0, -1, -1, 4, 1, 4, -6
O=C(Cn1cnc2c(nnn2Cc2ccccc2)c1=O)N1CCCc2ccccc21
→ 0, 0, 0.6, -3, -2, -4, 2, -3, 0, 1
COc1cc(/C=N/NC(=O)c2nonc2N)cc(OC)c1OC
→ 0, -1, 0.0, 7, -6, 2, 0, 1, 1, 2
Cc1cc(C)cc(NC(=O)c2cccnc2)c1
→ -1, 4, 0.1, 2, 13, -7, 1, -1, 7, -6

Taken from above:
In ARFGAP1 inhibitor, Cc1c(Br)c(-c2n[nH]c(=S)n2Cc2ccco2)nn1C is listed with 4
In DDE Tn7 FP inh, Cc1cc(Br)cn2c(Cc3cccc(Cl)c3)c(-c3cccc(Cl)c3)nc12 is listed with 3
In KLK7 zymogen act, Cn1nc(-c2ccc(NCCO)c([N+](=O)[O-])c2)c2ccccc2c1=O is listed with 0.0
In PLCb3 inh, CC(C)Oc1ccc(C(=O)Nc2ncn[nH]2)cc1 is listed with -5

The list continues.
The line under a structure holds: MBD2 DNA inh, PLC-gamma1 inh, KLK7 zymogen act, ARFGAP1 inhibitor, ASAP1 inh, PLCb3 inh, UHRF1 MBD2 ctr, ADAM17 inh, DDE Tn7 FP inh, Tn6 DDE FP
O=C(Nc1cccc([N+](=O)[O-])c1)c1ccc(CSc2ccccc2)cc1
→ -3, -3, 0.1, 7, 8, 0, 0, -2, 10, 4
CCO[C@H]1OC(C(=O)N2CCN(Cc3ccc4c(c3)OCO4)CC2)=C[C@@H](c2csc3ccccc23)[C@@H]1CCCO
→ -4, 4, 1.0, 12, 15, 11*, -2, 8, -1, 4
C[C@H](CO)N1C[C@H](C)[C@@H](CN(C)C(=O)Nc2ccccc2)Oc2c(cccc2N(C)C)C1=O
→ 2, 1, -0.2, 19, 14, 3, 1, 0, -7, 1
O=C(CCS(=O)(=O)c1ccc(Br)cc1)Nc1ccccc1Cl
→ 2, 1, 0.7, 3, 11, -8, 0, -3, 5, 0
CSc1ccc(/C=N/n2c(C)nc3ccccc3c2=O)cc1
→ -5, 1, -0.2, 6, 1, -1, -3, -1, 2, 11
O=C(c1ccc2c(c1)OCO2)N1CCN(c2cccc(C(F)(F)F)c2)CC1
→ -2, -2, -0.1, 1, -3, -7, 2, -2, -2, 10

Bioassay records as filed in PubChem.
